IDE cell inh: inhibitors of human insulin-degrading enzyme in cells; P14735; 0.41% of 320,000 active; inhibition, % at 5.59 µM; AID 434962; HEK cells, FAbetaB cleavage, fluorescence polarization;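 active means percent inhibition above the average of all tested compounds plus 3 SD, set per screening campaign, cut at about 16% in these data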;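 further: IDE supplied by intact live HEK cells; FP after avidin binding of uncleaved biotin substrate so inhibition keeps polarization high; 0% = DMSO wells and 100% = 60 µM reference IDE inhibitor Ii1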
Target sequence (P14735 whole entry, looked up): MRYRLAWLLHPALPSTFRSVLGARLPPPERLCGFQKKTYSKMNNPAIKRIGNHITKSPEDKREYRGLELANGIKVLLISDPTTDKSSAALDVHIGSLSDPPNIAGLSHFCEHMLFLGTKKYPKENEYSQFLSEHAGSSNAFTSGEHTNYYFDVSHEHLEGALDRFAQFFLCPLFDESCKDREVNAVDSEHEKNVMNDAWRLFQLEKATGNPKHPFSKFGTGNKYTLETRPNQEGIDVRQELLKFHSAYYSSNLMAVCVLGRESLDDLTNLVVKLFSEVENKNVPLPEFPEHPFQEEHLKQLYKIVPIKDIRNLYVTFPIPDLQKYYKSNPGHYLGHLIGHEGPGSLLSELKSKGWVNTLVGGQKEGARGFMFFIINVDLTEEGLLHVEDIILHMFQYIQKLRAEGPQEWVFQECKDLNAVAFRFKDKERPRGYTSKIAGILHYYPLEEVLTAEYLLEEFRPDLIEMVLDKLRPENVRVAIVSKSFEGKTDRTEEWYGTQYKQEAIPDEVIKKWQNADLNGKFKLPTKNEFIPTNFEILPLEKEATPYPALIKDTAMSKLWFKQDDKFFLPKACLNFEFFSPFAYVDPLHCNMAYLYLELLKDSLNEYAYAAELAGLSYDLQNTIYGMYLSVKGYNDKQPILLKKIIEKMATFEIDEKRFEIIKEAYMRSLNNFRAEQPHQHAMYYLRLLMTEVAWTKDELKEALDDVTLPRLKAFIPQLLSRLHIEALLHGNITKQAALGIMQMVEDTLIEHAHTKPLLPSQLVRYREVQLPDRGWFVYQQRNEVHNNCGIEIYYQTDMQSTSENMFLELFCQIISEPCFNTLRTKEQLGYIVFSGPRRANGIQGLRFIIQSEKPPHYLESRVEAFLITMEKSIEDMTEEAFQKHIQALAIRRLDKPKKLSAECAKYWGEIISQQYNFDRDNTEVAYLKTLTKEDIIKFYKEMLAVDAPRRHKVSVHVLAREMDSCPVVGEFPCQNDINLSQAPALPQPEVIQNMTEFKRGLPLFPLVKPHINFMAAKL
GalR3 antagonist: antagonists of human GalR3 | O60755 | HEK293 GalR3-CNG cAMP membrane potential fluorescence; galR3 body fused to GalR1 C-terminus | inhibition, % at 3 µM | 0.44% of 360,000 active | AID 651719;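 active means inhibition above the screen-wide average plus 3 SD, cut at about 13% in these data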;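 further: forskolin and galanin both at EC90 stimulate the cells; cAMP rise reported by CNG channel membrane potential dye signal; 0% = forskolin plus galanin with DMSO and 100% = forskolin alone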
IMP-1 inh: blocks Pseudomonas aeruginosa IMP-1 metallo-beta-lactamase; purified IMP-1, nitrocefin hydrolysis, epi-absorbance fluorescence; inhibition, % at 5.6 µM; 0.45% of 290,000 active; AID 1556;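 active means inhibition above the mean plus 3 SD of all compounds in the same screening run, cut at about 4.5% in these data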;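 further: 0% = IMP-1 with DMSO and 100% = DMSO wells lacking enzyme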
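assay system = purified recombinant IMP-1 metallo-beta-lactamase enzyme | schedule = 15 min preincubation plus 25 min reaction at 25 °C | signal = Epi-absorbance fluorescence, 480 nm excitation, 530 nm emission | read-out basis = percent inhibition from optical density relative to buffer-blank wells | controls = IMP-1 with DMSO as 0%, enzyme-free DMSO as 100%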
HCV NS3 hel inh: HCV NS3 helicase inhibition; NS3 helicase DNA unwinding, Cy5 molecular beacon fluorescence; inhibition, % at 10.9 µM; 0.56% of 290,000 active; AID 1800;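 active means inhibition above the mean of all tested compounds plus 3 SD, set per campaign, cut at about 35% in these data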;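 further: 0% = DMSO wells and 100% = thioflavine S control wells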
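Test system: hepatitis C virus NS3 helicase domain fragment enzyme. Also added: annealed dual-labelled DNA beacon duplex, ATP-started. Timing: 60 min unwinding reaction at 25 °C after ATP addition. Technique: Cy5 fluorescence. Measure: % inhibition of unwinding.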
SUMO HTRF inh: inhibitors of human SUMOylation (UBC9); 0.36% of 290,000 active; HTRF SUMOylation assay, SAE1/SAE2 + UBC9, in vitro; P63279; inhibition, % at 35 µM; in the data active means inhibition above about 50%, passing the limit was not always enough; further: strong numbers were not always called active
pCIP destab: compounds decreasing mouse p/CIP protein stability; F442A p/CIP-EGFP cells, EGFP fluorescence, 16 h; 0.01% of 290,000 active; AID 1984; decrease of EGFP signal, % at 10 µM; Q05BA5;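 active means EGFP signal decrease of at least 30% at 10 µM or well 3 SD below plate mean, unless failing retest; inactive means the rest, including hits failing retest or dose response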; further: some compounds called inactive have numbers as strong as hits; many of its hits are not listed in these tables
VIM-2 inhibitor: inhibitors of Pseudomonas aeruginosa VIM-2 metallo-beta-lactamase; purified VIM-2, nitrocefin hydrolysis, epi-absorbance fluorescence; inhibition, % at 5.6 µM; 0.89% of 290,000 active;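 active means inhibition above the mean of all tested compounds plus 3 SD, cutoff set per screening run, cut at about 7.5% in these data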;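 further: red hydrolysis product quenches plate fluorescence so inhibitors raise well fluorescence; 0% = enzyme with DMSO and 100% = DMSO without enzyme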
IDE act: IDE (human) activation, cell-based. P14735. HEK cells, FAbeta-B cleavage, fluorescence polarization; 0% vehicle, 100% cell-free pure enzyme wells. activation, % at 5.96 µM. 0.073% of 340,000 active. AID 493087;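 active means activation above the mean of all tested compounds plus 3 SD, set per screening campaign, cut at about 17% in these data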
CRFR2-BP antag: CRF-BP/CRF-R2 complex antagonism; HEK293 CRF-R2/CRF-BP, CRF-induced calcium fluorescence; 0.59% of 350,000 active; inhibition, % at 11.8 µM; AID 588475;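 active means inhibition of the ligand-induced calcium signal above about 50% at the single tested concentration, limit read from the data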
Starred values were filed as active, the others as inactive; · = not tested or not shown.

SMILES	IDE cell inh	GalR3 antagonist	IMP-1 inh	HCV NS3 hel inh	SUMO HTRF inh	pCIP destab	VIM-2 inhibitor	IDE act	CRFR2-BP antag
CCOC(=O)CN1C(=O)NC2(CCCc3ccccc32)C1=O (centres undefined)	-2	-9	-1.8	-1	7	-3	2.2	3	0
COCCNC(=O)Cn1nc(C(F)(F)F)c(Br)c1C	4	-3	-0.7	4	12	-6	-0.9	4	6
COc1cc(NC(=O)Cc2c(C(=O)O)[nH]c3ccccc23)cc(OC)c1OC	-3	-2	-1.9	7	-16	6	-1.7	-2	-6
O=C(CSc1ccccc1)N1CCN(c2ccccc2)CC1	1	-1	0.8	-4	-18	15	-4.3	2	-5
O=C(Nc1ccc2ccccc2c1)N1CCCN(CCOc2ccccc2)CC1	-2	4	-0.8	-4	7	6	-1.9	4	-4
Cc1ccn2cc(C(=O)N3CCN(c4cnn(-c5ccccc5)c(=O)c4Cl)CC3)nc2c1	2	1	·	·	·	·	·	4	7
Cc1nnnn1/C(=C\c1ccccc1)C(=O)OCC(=O)N1CC2(C)CC1CC(C)(C)C2 (centres undefined)	2	-1	-1.6	-6	-1	-1	-4.0	2	-3
CCCc1nnc(SCC(=O)N2CCCCC2)n1CCCOC	-3	1	-2.2	6	-19	-10	-5.0	0	9
COc1cccc(CNCC(O)(c2ccc(Cl)cc2)c2ccc(Cl)cc2)c1	0	-4	-2.6	-77	-35	-6	-2.8	2	-35
Cc1ccc(NC(=O)COC(=O)c2ccc(Br)o2)cc1S(=O)(=O)N1CCCCC1	-1	-3	·	·	·	·	·	-4	3
COc1ccc(C=O)cc1COc1ccc(C)cc1[N+](=O)[O-]	6	-6	0.0	-6	-8	-7	0.4	2	-16
CCOc1ccc(-c2nc[nH]c2[N+](=O)[O-])cc1	-3	-2	-1.6	0	11	-13	0.0	0	9
CC(Oc1ccc(Br)cc1)C(=O)Nc1ccc(N2CCOCC2)cc1N1CCOCC1 (centres undefined)	13	-2	·	·	·	·	·	0	-19
N#CCOc1nc(N2CCCC2)nc(N2CCCC2)n1	3	-2	-1.3	-2	0	-7	-0.4	4	14
Cc1ccccc1C(=O)N1CCN(c2ccc(NC(=S)NC(=O)c3ccco3)cc2)CC1	-4	-3	0.1	0	1	-11	-1.7	2	-16
Cc1ccc(C)c(NC(=O)Cn2c(=O)n(-c3ccc(CC(=O)NCC4CCCO4)cc3)c(=O)c3ccccc32)c1 (centres undefined)	1	1	-2.3	-3	-1	17	-1.5	·	·
[N-]=[N+]=NC1CC(CO)OC1n1ccc(=O)[nH]c1=O (centres undefined)	4	-5	-3.6	10	0	-1	-1.6	5	10
CCN1C(=O)[C@H]2[C@@H](c3ccc(Cl)cc3)N3C(=O)CN(CCOC)C(=O)[C@@]3(Cc3ccccc3)[C@H]2C1=O	-1	-2	-1.9	9	10	-13	0.3	-4	4
COC(=O)CCNC(=O)Cc1c(C)n(C(=O)c2ccc(Cl)cc2)c2ccc(OC)cc12	1	-5	-1.8	-8	-4	7	-3.1	2	2
CCCCn1nnnc1NCc1ccc(C)s1	2	1	-3.1	-4	-3	-4	-3.6	4	-9
CC(C)(Oc1ccc(Cl)cc1)C(=O)OCC(=O)N1CCN(c2ccccc2)CC1	4	-4	·	·	·	·	·	0	16
Cc1ccc2cc(CCNC(=O)c3cc4ccccc4o3)c(=O)[nH]c2c1C	-2	3	-4.2	3	25	-3	-4.9	-2	-27
CN1Cc2cc(C(=O)c3ccccc3O)cnc2NC1=O	-1	-3	-3.2	2	9	-19	-3.5	7	-24
CCOC(=O)C1CCCN(C(=O)c2ccccc2SCCOC)C1 (centres undefined)	4	0	-3.0	0	1	-2	-0.3	1	22
N#Cc1ccc(-c2nc3cc(C#N)c(C#N)cc3nc2-c2ccccc2)cc1C#N	·	-2	-3.5	-3	-19	-2	-2.9	·	·
The results go on:
SMILES	IDE cell inh	GalR3 antagonist	IMP-1 inh	HCV NS3 hel inh	SUMO HTRF inh	pCIP destab	VIM-2 inhibitor	IDE act	CRFR2-BP antag
CCC(C)(C)NC(=O)C(c1cccs1)N(CC1CCCO1)C(=O)Cn1nnc2ccccc21 (centres undefined)	4	-1	-3.7	3	-2	-12	-1.6	2	-8
COc1ccccc1Nc1nc(-c2ccccc2O)nc2ccccc12	0	0	-1.6	-2	-2	-26	-2.8	7	-37
O=S(=O)(Nc1ccc2nc(N3CCOCC3)sc2c1)c1ccc(Cl)cc1	-3	2	·	·	·	·	·	0	11
CC(C)c1ccccc1NC(=S)NC(C)c1ccccc1 (centres undefined)	-1	-5	-3.6	10	14	-13	-5.0	5	4
CC1CCCCN1CCCNC(=O)c1nn(C)c2c1CS(=O)(=O)c1ccccc1-2 (centres undefined)	3	2	-1.5	-3	-3	0	-0.7	-4	4
CC1(c2ccc([N+](=O)[O-])cc2)CC(C)(C)N(C(=O)c2ccccc2)c2ccccc21 (centres undefined)	·	·	-0.1	8	0	-10	-0.3	·	·
COc1ccc(C(=O)N/C(=C/c2ccco2)C(=O)NC2CCS(=O)(=O)C2)cc1 (centres undefined)	-4	0	-1.1	4	27	-8	-3.1	6	6
O=C(Nc1nc(-c2ccccn2)cs1)c1cccc(S(=O)(=O)N2CCOCC2)c1	7	-5	·	·	·	·	·	-1	-8
C=CCN1C(=O)C(C)(C)N(C(=O)c2cccc([N+](=O)[O-])c2)c2ccccc21	2	-8	-1.8	8	-11	-3	0.0	2	10
NC(=O)C1(C(N)=O)OC1c1ccc(Cl)cc1Cl (centres undefined)	4	0	-2.8	-3	-1	8	-3.5	4	9
O=C(c1cccnc1)N1CCN(CCCc2ccccc2)CC1	1	0	-2.5	-1	18	-19	-1.9	2	17
O=C(c1cc2ccccc2o1)N1CCN(c2cccc(Cl)c2)CC1	3	3	-3.8	-6	-3	8	-1.9	4	1
Cc1ccc(C)c(N(C(=O)CNC(=O)c2ccco2)C(C(=O)NC2CCCCC2)c2cccnc2)c1 (centres undefined)	-3	-7	-2.0	6	10	-3	0.9	-2	4
COc1cccc(NC(=O)C(C#N)Cc2ccncc2)c1 (centres undefined)	6	-4	0.2	6	6	3	-1.2	-1	2
CCNC(=O)c1sc(=S)n(-c2ccc(C)cc2)c1N	-3	-4	0.0	-3	20	-8	-3.2	4	-4
CCOc1ccc(NC(=O)N2CCC(NC(=O)c3ccco3)CC2)cc1	1	-1	-4.1	3	-7	-4	-1.5	4	-7
Nc1nnn(Cc2ccccc2)n1	4	-3	-0.9	1	7	-11	-3.6	-1	28
O=C(/C=C/c1cccc(F)c1)N(c1ccccn1)C1CCCCC1	6	4	0.9	2	5	-14	-1.2	0	-9
Cc1ccc(-c2nc(C)c(C(=O)O)s2)cc1	-1	-1	-1.6	10	-5	8	-2.5	1	24
O=C(NCc1ccco1)c1ccc2ccccc2n1	-1	-6	-3.8	13	4	9	-1.5	2	-3
O=C(NCc1ccco1)C(=O)c1cn(CC(=O)N2CCCCCC2)c2ccccc12	-1	-5	-2.9	5	0	-6	-2.8	1	-6
Cc1cccc(NC(=S)Nc2c(C)n(C)n(-c3ccccc3)c2=O)c1C	1	-3	-4.1	1	21	-17	-2.4	-1	7
CC(=O)Nc1ccc(C(=O)N/C(=C/c2ccccc2)C(=O)Nc2cccc(C(=O)O)c2)cc1	-2	-4	-3.2	-1	19	7	0.5	8	-15
C[C@H](NC(=O)c1ccccc1Cl)C(=O)NCc1cccs1	5	-5	-2.2	4	6	-4	-1.2	6	1
Cc1ccc(C(=O)CSc2ccc(-c3ccncc3)nn2)cc1	-6	-7	-1.3	3	8	16	2.4	1	-4
Next compounds.
SMILES	IDE cell inh	GalR3 antagonist	IMP-1 inh	HCV NS3 hel inh	SUMO HTRF inh	pCIP destab	VIM-2 inhibitor	IDE act	CRFR2-BP antag
Cc1cc(Cl)c(C)c(S(=O)(=O)N2CCN(C(=O)C3CCCO3)CC2)c1Cl (centres undefined)	-4	-3	·	·	·	·	·	2	4
CC(C)CCN1CCNC(=O)C1CC(=O)NCCCN1CCOCC1 (centres undefined)	8	-2	1.9	-3	11	5	-1.0	6	3
CCC(CC)c1nnc(NC(=O)C2=COCCO2)s1	2	-4	·	·	·	·	·	4	-8
CCCOc1ccc(NC(=O)CC2C(=O)N(Cc3ccccc3)C(=S)N2Cc2cccs2)cc1 (centres undefined)	0	-3	-2.7	11	-7	-16	-5.5	7	-15
CCOCc1nnc(NC(=O)c2cc(C(=O)OC)cc([N+](=O)[O-])c2)s1	-1	4	-3.0	5	-20	-5	-3.0	4	6
CCCCc1nc(NCc2ccccc2)c(C#N)c2c1CCCC2	1	-6	-4.3	-12	-1	-13	-4.0	6	-4
COc1ccc2c(c1O)C(=O)c1ccccc1C2=O	-2	·	-2.2	7	2	-1	-2.1	·	·
CCC12CN(C(=O)c3ccc(C)cc3)CC(CC)(CN(C(=O)c3ccc(C)cc3)C1)C2=O	3	0	-2.2	6	14	-8	-3.2	4	-15
CCOC(=O)CNS(=O)(=O)c1cc(-c2n[nH]c(=O)c3ccccc23)ccc1C	·	1	-0.6	-1	-14	-5	2.1	-3	-6

An excerpt from above in order of count of non-hydrogen atoms, falling.
SMILES	IDE cell inh	GalR3 antagonist	IMP-1 inh	HCV NS3 hel inh	SUMO HTRF inh	pCIP destab	VIM-2 inhibitor	IDE act	CRFR2-BP antag
CC(=O)Nc1ccc(C(=O)N/C(=C/c2ccccc2)C(=O)Nc2cccc(C(=O)O)c2)cc1	-2	-4	-3.2	-1	19	7	0.5	8	-15
CCC12CN(C(=O)c3ccc(C)cc3)CC(CC)(CN(C(=O)c3ccc(C)cc3)C1)C2=O	3	0	-2.2	6	14	-8	-3.2	4	-15
CCOC(=O)CNS(=O)(=O)c1cc(-c2n[nH]c(=O)c3ccccc23)ccc1C	·	1	-0.6	-1	-14	-5	2.1	-3	-6
Cc1cc(Cl)c(C)c(S(=O)(=O)N2CCN(C(=O)C3CCCO3)CC2)c1Cl (centres undefined)	-4	-3	·	·	·	·	·	2	4
CCOCc1nnc(NC(=O)c2cc(C(=O)OC)cc([N+](=O)[O-])c2)s1	-1	4	-3.0	5	-20	-5	-3.0	4	6
CCCCc1nc(NCc2ccccc2)c(C#N)c2c1CCCC2	1	-6	-4.3	-12	-1	-13	-4.0	6	-4
Cc1ccc(C(=O)CSc2ccc(-c3ccncc3)nn2)cc1	-6	-7	-1.3	3	8	16	2.4	1	-4
C[C@H](NC(=O)c1ccccc1Cl)C(=O)NCc1cccs1	5	-5	-2.2	4	6	-4	-1.2	6	1
COc1ccc2c(c1O)C(=O)c1ccccc1C2=O	-2	·	-2.2	7	2	-1	-2.1	·	·

2 records picked at random from those above:
SMILES	IDE cell inh	GalR3 antagonist	IMP-1 inh	HCV NS3 hel inh	SUMO HTRF inh	pCIP destab	VIM-2 inhibitor	IDE act	CRFR2-BP antag
Cc1ccc2cc(CCNC(=O)c3cc4ccccc4o3)c(=O)[nH]c2c1C	-2	3	-4.2	3	25	-3	-4.9	-2	-27
Cc1ccc(-c2nc(C)c(C(=O)O)s2)cc1	-1	-1	-1.6	10	-5	8	-2.5	1	24
